Screening data from PubChem BioAssay.
RGS7-Gao: modulates binding of RGS7 to human Galphao. binding response (% of control), % at 10 µM. Multiplexed bead flow cytometry; actives lie on both sides. P09471. AID 1439. 220,000 compounds, 0.35% hits; in the data active means binding response below about 49% or above about 150%; inconclusive means no clear call, values can overlap the other calls; inactive means in between;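 further: fluorescent Galphao held in activated GDP-AlF4 state binding bead-coupled RGS7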
Target sequence (P09471 whole entry, looked up): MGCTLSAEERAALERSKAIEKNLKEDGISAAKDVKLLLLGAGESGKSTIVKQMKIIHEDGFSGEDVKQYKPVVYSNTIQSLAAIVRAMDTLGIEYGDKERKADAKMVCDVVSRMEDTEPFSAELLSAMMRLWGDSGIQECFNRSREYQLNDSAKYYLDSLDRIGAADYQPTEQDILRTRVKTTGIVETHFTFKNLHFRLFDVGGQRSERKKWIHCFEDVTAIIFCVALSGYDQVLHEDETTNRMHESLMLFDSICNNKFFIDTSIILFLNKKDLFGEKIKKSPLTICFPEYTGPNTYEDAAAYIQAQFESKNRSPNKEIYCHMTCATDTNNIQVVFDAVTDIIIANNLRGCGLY
Bim-Bcl-XL: inhibitors of Bim-Bcl-XL interaction, human | Bim peptide-Bcl-XL binding, bead flow cytometry, fluorescence | 190,000 compounds, 0.04% hits | inhibition, % at 10 µM
Target sequence (Q07817 whole entry, looked up): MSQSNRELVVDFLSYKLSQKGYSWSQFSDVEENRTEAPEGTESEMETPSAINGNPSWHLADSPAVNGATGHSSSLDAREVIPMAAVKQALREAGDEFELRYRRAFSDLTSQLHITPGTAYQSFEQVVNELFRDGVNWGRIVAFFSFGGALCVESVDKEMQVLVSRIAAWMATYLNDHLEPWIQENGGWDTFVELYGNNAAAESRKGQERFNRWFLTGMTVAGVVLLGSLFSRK
RGS8-Gao reg: human RGS8-Galphao interaction regulation; AID 1423; multiplexed bead flow cytometry, RGS8-Galphao binding; actives lie on both sides; response (percent of control binding), % at 10 µM; 220,000 compounds, 0.34% hits; P09471; in the data active means response below about 60% or above about 140%; inactive means in between;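 further: Galphao activated as the GDP aluminium fluoride complex binding bead-coupled RGS8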
Mcl1-Noxa inh: Mcl-1/Noxa interaction inhibition; TR-FRET Mcl-1/Noxa peptide binding, 2 h; inhibition, % at 21.7 µM; 220,000 compounds, 1.5% hits; AID 1022;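 active means compounds that cut the protein-peptide binding signal by more than 50% relative to plate controls in a single-dose test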;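 further: His-tagged Mcl-1 with rhodamine Noxa BH3 peptide and terbium anti-His antibody; 0% = Mcl-1 plus Noxa peptide wells and 100% = peptide-only wells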
Target sequence (Q07820 whole entry, looked up): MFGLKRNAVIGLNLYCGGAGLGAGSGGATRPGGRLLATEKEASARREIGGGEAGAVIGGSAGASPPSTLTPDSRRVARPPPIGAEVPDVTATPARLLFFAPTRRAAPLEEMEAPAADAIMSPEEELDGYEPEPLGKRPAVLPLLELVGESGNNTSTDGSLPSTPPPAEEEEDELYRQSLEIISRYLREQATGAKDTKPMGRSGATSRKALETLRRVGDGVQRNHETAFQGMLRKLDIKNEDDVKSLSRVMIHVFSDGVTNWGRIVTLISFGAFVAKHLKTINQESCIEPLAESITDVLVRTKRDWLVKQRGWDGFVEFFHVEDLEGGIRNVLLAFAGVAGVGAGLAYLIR
Bim-Bcl-2: inhibitors of Bim-Bcl-2 interaction, human | Bead-based flow cytometry, Bim peptide-Bcl-2 binding | inhibition, % at 10 µM | 190,000 compounds, 0.06% hits | AID 950; in the data active means inhibition above about 40%; inconclusive means no clear call, values can overlap the other calls;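 further: 0% = no compound wells with probe peptide and 100% = reference peptide inhibitor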
Bim-Bcl-B: disrupts Bim peptide binding to human Bcl-B; bead-based flow cytometry; 190,000 compounds, 0.073% hits; inhibition, % at 10 µM;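 further: 0% = tracer peptide without compound and 100% = reference inhibitor peptide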
Mcl-1 Bim block: human Bim-Mcl-1 interaction inhibition. Q07820. Bead-based flow cytometry, Bim peptide-Mcl-1 binding. inhibition, % at 10 µM. 190,000 compounds, 0.1% hits;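 further: 0% = no compound tracer wells and 100% = peptide blocker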
Bim-Bfl-1: inhibitors of Bim-Bfl-1 interaction, human. Bead-based flow cytometry, Bim-Bfl-1 binding inhibition. AID 1008. 190,000 compounds, 0.12% hits. inhibition, % at 10 µM;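 further: 0% = wells without compound plus tracer and 100% = blocker peptide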
Bcl-W Bim block: inhibitors of Bim-Bcl-W interaction, human | Q92843 | bead-based flow cytometry, Bim peptide-Bcl-W binding | inhibition, % at 10 µM | 190,000 compounds, 0.02% hits;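 further: 0% = bound tracer without compound and 100% = peptide blocker; higher means less fluorescent Bim peptide bound to Bcl-W beads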
Mcl1 Bid PPI: disrupts binding of human Mcl-1 to Bid peptide; Q07820; TR-FRET Mcl-1/Bid-Dy647 peptide binding, 1536-well; inhibition, % at 21.7 µM; 220,000 compounds, 0.97% hits;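 active means compounds that cut the binding signal by more than half at the single screening dose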;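 further: His-tagged Mcl-1 with europium anti-His antibody binding Bid BH3 peptide; 0% = Mcl-1 plus peptide wells and 100% = peptide-only wells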
RGS4-Gao reg: modulates binding of RGS4 to human Galphao; P09471; Multiplexed bead flow cytometry; actives lie on both sides; binding response (% of control), % at 10 µM; 220,000 compounds, 0.33% hits; AID 1415; in the data active means binding response below about 49% or above about 150%; inactive means in between;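 further: fluorescent Galphao activated with aluminum fluoride binding bead-coupled RGS4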
Starred values were filed as active, the others as inactive; ? = inconclusive; . = no result given. Unless noted, no stated cut-off is given here; in the data, active means inhibition above about 40%. This is a random part of the collection; about 2.7% have a hit in one of these screens.

SMILES	RGS7-Gao	Bim-Bcl-XL	RGS8-Gao reg	Mcl1-Noxa inh	Bim-Bcl-2	Bim-Bcl-B	Mcl-1 Bim block	Bim-Bfl-1	Bcl-W Bim block	Mcl1 Bid PPI	RGS4-Gao reg
COc1ccc(-c2c(S(=O)(=O)c3ccccc3)cnn2-c2ccccc2)cc1	103	-8	99	10	-1	4	-2	0	-1	17	100
c1cc2nc(C34CC5CC(CC(C5)C3)C4)[nH]c2cn1	104	0	103	25	0	-2	-1	-2	0	25	105
CCOC(=O)c1ccc(NC(=O)C(C)NS(=O)(=O)c2ccc(OC)cc2)cc1 (centres undefined)	98	-9	98	8	-8	-9	-2	-8	0	-9	98
N#Cc1ccc(-c2nc3ccccc3nc2-c2ccccc2)cc1C#N	103	-4	102	4	-7	-1	-4	-5	-5	-7	107
Cc1nc2sccc2c(=O)n1-c1cccc(Cl)c1	100	-4	100	13	-8	-6	-2	-3	-3	-31	101
Cc1ccc(S(=O)(=O)C2CS(=O)(=O)CC2O)cc1 (centres undefined)	98	-6	101	-10	-5	-5	-2	-3	-3	-3	102
Cc1nn(-c2ccc(F)cc2)c(Cl)c1/C=C/C(=O)OCC(=O)Nc1c(F)c(F)c(F)c(F)c1F	101	0	102	-9	-2	-5	-3	0	0	4	104
COc1ccccc1NS(=O)(=O)c1ccc(Cl)cc1	107	-2	104	16	-3	-7	-10	2	-2	-20	103
COc1ccc(-c2csc(Nc3ccc(O)cc3)n2)cc1	104	0	103	69*	-2	-6	0	-3	2	-26	101
O=C(CN(Cc1ccccc1F)S(=O)(=O)c1ccc(Cl)cc1)NCCC1=CCCCC1	105	1	106	-1	0	0	0	0	0	-14	105
COc1cccc(-n2c(C)nnc2SCC#N)c1	101	-1	101	4	-3	-6	1	-7	0	-51	101
COCCn1c(Cc2cccn2C)nnc1SCC(=O)Nc1nccs1	102	-2	104	8	-11	-8	-1	-5	2	-40	104
C=CCn1c(SCC(N)=O)nnc1-c1cnccn1	?	.	100	-4	.	.	.	.	.	-35	100
O=C(Nc1cccc(S(=O)(=O)c2cccc(NC(=O)c3ccco3)c2)c1)c1ccco1	?	.	98	23	.	.	.	.	.	-20	97
COc1ccc(CCN(C)C2CC(=O)N(c3ccccc3)C2=O)cc1OC (centres undefined)	?	.	106	-25	.	.	.	.	.	-17	102
CN(C)S(=O)(=O)c1cccc(NC(=O)c2ccc(Sc3nncn3C)c([N+](=O)[O-])c2)c1	97	-2	99	22	-3	-6	0	-3	-1	-3	97
CCNC(=O)NS(=O)(=O)c1cnccc1Nc1cccc(Cl)c1	95	-4	83	13	-4	-5	-4	-2	-4	17	100
COC(=O)c1cnc(N2CCCN(S(=O)(=O)c3ccccc3)CC2)nc1C(F)(F)F	?	.	102	-4	.	.	.	.	.	-9	101
CCOC(=O)N1CCN(Cc2cn[nH]c2-c2ccc(-c3ccccc3)cc2)CC1	97	-3	100	10	-4	-4	-2	-5	-3	-1	96
Cc1cccc(N2CCN(c3nnnn3-c3ccccc3)CC2C)c1 (centres undefined)	101	-2	103	7	-8	-10	0	-9	4	-20	99
O=C(NCCC1=CCCCC1)C1CCN(C(=O)Cc2ccccc2)CC1	117	-2	100	1	-1	-3	-1	-5	1	-33	101
O=S(=O)(c1ccc(Br)cc1)N1CCCC1c1nc2ccccc2s1 (centres undefined)	100	-3	95	16	-15	-13	-1	-12	0	-2	95
Cc1cccc(N2CCN(C(=O)c3ccc(Cl)c(S(=O)(=O)NCc4ccco4)c3)CC2)c1C	106	0	106	17	-2	-3	-1	-8	0	-9	105
CCC(NC(=O)Nc1nccs1)(C(F)(F)F)C(F)(F)F	97	0	100	17	3	1	1	0	0	-2	98
COCCCN1C(=O)C(=O)/C(=C(/O)c2ccc(OC)cc2C)C1c1cccnc1 (centres undefined)	99	-4	98	-3	0	-8	0	-11	0	-37	98
CC1CCCCN1C(=S)NCCc1ccccc1 (centres undefined)	100	1	102	3	-2	-14	2	0	0	-55	100
C=C1SC(=Nc2c(C)cc(C)cc2C)N(C(=O)c2sc3ccccc3c2Cl)C12CCCCC2	?	.	98	-29	.	.	.	.	.	-19	97
O=C(c1ccc(-c2ccccc2)cc1)C1CCCN(C(=O)c2ccncc2)C1 (centres undefined)	106	-4	109	8	-5	-3	0	-4	-6	7	107
CCOC(=O)c1cn(Cc2ccc(C)cc2)nn1	102	-1	101	1	-1	-1	0	0	-1	-8	99
CCn1c(C)nc2cc(C(=O)N/N=C(\C)c3ccc(N4CCOCC4)cc3)ccc21	?	-1	99	25	2	0	0	2	-1	-25	101
CC1(C)NC(=O)N(CCCCOc2ccc3c(c2)CCC3)C1=O	119	9	108	10	-8	-8	-1	-8	3	-19	131
Cc1ccc(NC(=O)C2CCCN2S(=O)(=O)c2ccc(F)cc2)c(C)c1 (centres undefined)	98	-1	100	-1	1	-4	-1	-2	-4	-11	101
COc1cc([N+](=O)[O-])ccc1NC(=O)CCCOc1cccc(C)c1C	100	28	101	13	15	12	22	18	15	4	103
COc1ccc(C)cc1S(=O)(=O)N(C)CC(=O)Nc1ccc2c(c1)OCO2	100	-2	100	11	-5	-9	-2	-11	0	-19	98
O=C(CCSCCC(=O)NCc1ccc(F)cc1)NCc1ccc(F)cc1	96	-8	98	18	-2	-8	-5	-8	-1	-25	102
Cc1ccc(S(=O)(=O)N2CC=C(C(=O)NCCC(C)C)CC2)cc1	?	.	94	14	.	.	.	.	.	6	91
CCC1C(=O)N=C(SCC(=O)Nc2ccc(S(N)(=O)=O)cc2)NC1=O (centres undefined)	101	0	103	6	3	0	1	2	1	-16	103
Nc1cccc2c1C(=O)N(C(=O)c1cccc(S(=O)(=O)N3CCCC3)c1)C2=O	101	-3	100	28	1	0	0	0	0	-6	101
CCOC(=O)CN(C(=O)CNC(=O)c1ccco1)C(C(=O)NC1CCCC1)c1ccccc1OCC (centres undefined)	98	-4	102	8	-2	-5	-1	-9	-4	-13	101
Cc1nc2ccccc2c2oc(C(=O)NCc3ccccn3)cc12	101	5	111	.	0	4	3	1	1	.	101
CC(=O)OCC(=O)[C@@]1(OC(C)=O)[C@@H](C)C[C@H]2[C@@H]3C[C@H](F)C4=CC(=O)C=C[C@]4(C)[C@@]3(F)[C@@H](O)C[C@@]21C	95	-1	97	5	0	0	0	-1	0	10	93
Cc1ccc2c(c1)CCCN2C(=O)c1c(C)noc1C	98	-22	102	10	-9	-12	-3	-15	0	14	100
Cn1c(N)c(S(=O)(=O)N2CCN(C(=O)c3ccco3)CC2)c(=O)n(C)c1=O	105	0	105	1	0	0	1	-4	-1	-30	105
CCCOC1CCCN(C(=O)CCc2nnc(CCCCc3ccccc3)o2)C1 (centres undefined)	102	-3	103	3	-3	-1	-2	-4	-3	-19	100
Cc1ccc2nc3c(cc(C(=O)NCC4CCCO4)n3C)c(=O)n2c1 (centres undefined)	99	-9	102	5	-4	-2	-4	-11	-3	-4	98
COc1ccc(Cn2nc(C)cc2C)cc1OC	100	-14	103	0	-6	-5	0	-10	-1	-25	102
CN(C(=O)COC(=O)c1ccc(Cl)c(N)c1)c1ccccc1	99	-2	98	12	-5	-7	0	-3	1	-11	95
COc1cccc(C(=O)Nc2nnc(-c3ccc(F)cc3)o2)c1	?	.	101	-77	.	.	.	.	.	-84	93
O=C(O)c1cc(S(=O)(=O)Nc2ccc3c(c2)OCCO3)c(Cl)cc1Cl	105	-6	105	10	-9	-9	-3	-10	-5	-20	104
CCCC(=O)NC1=C(C#N)C2(CCCC2)Cc2ccccc21	103	-7	106	18	-8	-6	1	-12	1	-20	103

The listing continues:
SMILES	RGS7-Gao	Bim-Bcl-XL	RGS8-Gao reg	Mcl1-Noxa inh	Bim-Bcl-2	Bim-Bcl-B	Mcl-1 Bim block	Bim-Bfl-1	Bcl-W Bim block	Mcl1 Bid PPI	RGS4-Gao reg
COc1ccccc1/C=C\C(=O)NCC(=O)N/N=C/c1ccc(O)cc1O	?	.	92	-33	.	.	.	.	.	-90	84
Cc1cccc(OCc2nc(-c3ccccn3)n[nH]2)c1	101	-2	101	-81	-1	-3	-4	-1	-4	-58	101
Cc1ccc(-c2nc3cccnc3s2)cc1NS(=O)(=O)c1ccc2c(c1)CCCC2	32*	-4	46*	-24	1	-6	0	2	0	-15	28*
O=C(N/N=C\c1ccc(COc2ccc([N+](=O)[O-])cc2)o1)c1cccc(Cl)c1	99	0	89	14	3	-1	-4	-15	-1	-25	98
O=C(O)c1ccc(Nc2ncnc3scc(-c4ccccc4)c23)cc1	98	-4	95	11	0	0	0	4	-1	-4	99
C/C(N)=C(/C#N)C(=O)COC(=O)C(c1ccccc1)c1ccccc1	93	1	100	38	1	4	-3	4	0	-4	101
NCc1nc(-c2ccc(Cl)cc2)no1	?	-4	102	-1	-2	-7	-3	-6	0	-12	99
O=C(COc1ccc(S(=O)(=O)Nc2ccccc2)cc1)NCc1cccnc1	106	1	105	22	-1	-2	5	2	3	10	104
O=C(CNCC1CCCO1)NCc1ccco1 (centres undefined)	97	-3	98	29	-9	-7	2	-7	-3	-8	100
O=C(Oc1cccc(N2C(=O)CCC2=O)c1)c1ccccc1	96	-7	96	-1	-1	-6	-4	-4	-5	3	95
CCOC(=O)c1ccc(NC(=O)CSc2nnnn2C2CCCCC2)cc1	103	-4	103	8	-7	1	-1	3	-2	3	100
FCCCOc1ccc(-c2ccnc(-c3ccccc3)n2)cc1	105	-4	104	-4	-1	-3	-3	-2	-3	-3	104
COC(=O)Nc1c(C)nn(Cc2ccccc2C)c1C	94	6	90	0	3	1	0	0	0	-25	93
COc1cc(S(=O)(=O)N2CCN(C)CC2)ccc1Cl	99	-14	83	11	-73	-5	-10	-5	-5	-3	98
Cn1c(=O)c(S(=O)(=O)C(C)(C)C)c(O)c2ccccc21	94	-4	95	7	-10	-3	0	-10	-1	24	98
NC(=O)c1nnn(-c2cccc(C(F)(F)F)c2)c1-c1ccccc1	?	.	100	7	.	.	.	.	.	-13	99
COc1ccc(N2C(=O)CC(SCc3ccc(Cl)cc3)C2=O)cc1 (centres undefined)	?	.	98	-21	.	.	.	.	.	-6	96
O=C(c1n[nH]c(=O)c2ccccc12)N1CCN(Cc2ccc3c(c2)OCO3)CC1	?	.	99	9	.	.	.	.	.	-18	97
CC1(C)CC(=O)c2c(oc3cc(O)c(O)cc23)C1	93	-13	98	22	-8	-9	-1	-13	0	-7	95
Cc1ccccc1CN(c1ccc(C(=O)N2CCCC2)cc1)S(C)(=O)=O	99	-1	100	-5	-9	-8	-5	-19	0	-21	101
O=C(/C=C/Nc1ccccc1)C(F)(F)F	97	-2	100	-5	-1	-4	0	-4	-1	-16	99

Compound profiles, as listed above. Values in the order: RGS7-Gao, Bim-Bcl-XL, RGS8-Gao reg, Mcl1-Noxa inh, Bim-Bcl-2, Bim-Bcl-B, Mcl-1 Bim block, Bim-Bfl-1, Bcl-W Bim block, Mcl1 Bid PPI, RGS4-Gao reg
COc1ccc(-c2csc(Nc3ccc(O)cc3)n2)cc1 is listed with 104, 0, 103, 69*, -2, -6, 0, -3, 2, -26, 101
CCOC(=O)CN(C(=O)CNC(=O)c1ccco1)C(C(=O)NC1CCCC1)c1ccccc1OCC (centres undefined) is listed with 98, -4, 102, 8, -2, -5, -1, -9, -4, -13, 101
CC1CCCCN1C(=S)NCCc1ccccc1 (centres undefined) is listed with 100, 1, 102, 3, -2, -14, 2, 0, 0, -55, 100
